EPAC2 agonist = qHTS for Agonist of cAMP-regulated guanine nucleotide exchange factor 4 (EPAC2): primary screen. Rap guanine nucleotide exchange factor 4 (Homo sapiens), Q8WZA2. EPAC2 activation, biochemical qHTS; response scale: 100% = 6.5 mM cAMP response. Potency, µM (doses to about 154 µM), for the others: at the top dose activation, actives largely listed as activators. 0.079% of 360,000 active. AID 720711, 2013; further: nearly all actives have a fitted effect of over 50% in size
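Each well held 100 nM EPAC2, 250 nM RAP1B-BODIPY-GDP and 50 uM GDP. Fluorescence, read at 5-min intervals to 30 min, was referenced to a 6.5 mM cAMP positive control.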
PTHR1 agonist = qHTS for PTHR1 Agonists: Primary Screen. Parathyroid hormone/parathyroid hormone-related peptide receptor (Homo sapiens), Q03431. HEK293 GP2 PTHR1 cells, GloSensor cAMP luminescence, 1 h. Potency, µM (highest dose often 115 µM), for inactives: at the top dose activation, actives largely listed as activators. 0.075% of 410,000 active. AID 743266, 2014; further: nearly all actives have a fitted effect of over 55% in size; some results filed as inactive show a strong effect at the top dose; inactives centre near -15; many of its hits are not listed in these tables
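HEK-293-derived GP2 cells expressing PTHR1 and a GloSensor cAMP reporter, 3,000/well, plated overnight, given luciferin plus IBMX (each 0.5 mM as added) for 1 h at 37 °C, then compound for 1 h at 37 °C. Luminescence was read after 15 min at room temperature.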
TDP-43 yeast inh = qHTS of TDP-43 Inhibitors. TDP-43 expressing yeast growth rescue, BacTiter-Glo, 24 h. Potency, µM (series often up to 46.1 µM), inactives show at the highest dose growth rescue (activation), most hits filed as activators. 1.8% of 410,000 active; further: % of control where 0% means no effect; nearly all actives have a fitted effect of over 50% in size
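Growth rescue of TDP-43-toxic yeast measured as ATP luminescence (BacTiter-Glo). Cells grown to mid-log in raffinose, induced in galactose at OD600=0.02, exposed to compound 24 hr at 30 deg C.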
EPAC1 agonist = qHTS for Agonist of cAMP-regulated guanine nucleotide exchange factor 3 (EPAC1): primary screen. Rap guanine nucleotide exchange factor 3 (Homo sapiens), O95398. EPAC1 agonist qHTS, biochemical assay; response scale: 100% = response to 6.5 mM cAMP. Potency, µM (titrated, usually from 154 µM), for inactives: at the top dose activation, actives largely listed as activators. 0.073% of 360,000 active. AID 720707, 2013; further: nearly all actives have a fitted effect of over 60% in size
Target sequence (O95398 whole entry, looked up): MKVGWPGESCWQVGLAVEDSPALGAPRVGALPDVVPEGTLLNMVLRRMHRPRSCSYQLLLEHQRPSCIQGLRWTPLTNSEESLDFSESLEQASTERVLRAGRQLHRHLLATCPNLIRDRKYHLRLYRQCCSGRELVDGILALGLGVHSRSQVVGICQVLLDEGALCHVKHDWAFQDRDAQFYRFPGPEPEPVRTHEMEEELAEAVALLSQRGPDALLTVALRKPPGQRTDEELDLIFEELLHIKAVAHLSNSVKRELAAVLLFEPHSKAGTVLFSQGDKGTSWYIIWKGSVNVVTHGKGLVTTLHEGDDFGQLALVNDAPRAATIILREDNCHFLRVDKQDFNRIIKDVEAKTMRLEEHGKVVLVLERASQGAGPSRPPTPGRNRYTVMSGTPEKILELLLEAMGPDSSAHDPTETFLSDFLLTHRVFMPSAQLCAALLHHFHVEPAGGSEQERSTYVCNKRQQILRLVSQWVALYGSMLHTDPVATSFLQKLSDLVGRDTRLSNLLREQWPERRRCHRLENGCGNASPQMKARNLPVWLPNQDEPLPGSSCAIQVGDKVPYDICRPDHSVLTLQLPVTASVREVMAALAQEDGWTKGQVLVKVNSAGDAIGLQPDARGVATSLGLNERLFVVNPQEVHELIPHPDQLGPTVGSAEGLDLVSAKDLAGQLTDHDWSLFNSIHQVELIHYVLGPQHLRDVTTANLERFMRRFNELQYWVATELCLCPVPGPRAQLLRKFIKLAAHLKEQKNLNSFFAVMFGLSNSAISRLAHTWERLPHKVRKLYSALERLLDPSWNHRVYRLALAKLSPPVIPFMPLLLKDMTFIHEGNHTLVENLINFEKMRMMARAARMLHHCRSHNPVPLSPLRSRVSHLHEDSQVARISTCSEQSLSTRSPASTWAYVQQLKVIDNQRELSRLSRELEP
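Multi-concentration qHTS readout: loss of Rap1B-bound BODIPY-GDP fluorescence driven by 100 nM EPAC1 with excess GDP (50 uM), monitored kinetically at room temperature; agonist response expressed relative to 6.5 mM cAMP.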
aSyn rescue = qHTS of alpha-syn Inhibitors | Yeast expressing alpha-synuclein, growth rescue, BacTiter-Glo, 24 h | Potency, µM (titrated, usually from 46.1 µM), for inactives: at the highest dose growth rescue (activation), hits mostly activators | 0.14% of 370,000 active; further: % of control where 0% means no effect; nearly all actives have a fitted effect of over 65% in size
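Rescue of yeast growth: cells expressing toxic alpha-synuclein, induced in galactose at OD600 0.02, incubated with compound 24 h at 30 C. ATP luminescence quantified growth; inhibitors of toxicity appear as activators.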
EPAC1 antag = qHTS for Antagonist of cAMP-regulated guanine nucleotide exchange factor 3 (EPAC1): primary screen; 0.14% of 360,000 active; Potency, µM (top dose mostly 115 µM), for inactives: top-dose activity change, negative = inhibition, most hits filed as inhibitors; Rap guanine nucleotide exchange factor 3 (Homo sapiens), O95398; EPAC1 GEF assay, Rap1b-BODIPY-GDP exchange fluorescence; AID 720709, 2013;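 further: plate controls were vehicle for no effect and positive control for full effect; nearly all actives have a fitted effect of over 50% in size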
FUS yeast rescue = qHTS for Suppressors of FUS Proteinopathy: Primary screen using FUS-linked yeast assay; AID 1347120, 2019; Potency, µM (series often up to 76.6 µM), for inactives: at the highest dose growth rescue (activation), hits mostly activators; S. cerevisiae FUS-expressing, growth rescue, OD600, 24 h; 0.24% of 390,000 active;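 further: plate controls were DMSO vehicle for no effect and reference control for full effect; nearly all actives have a fitted effect of over 55% in size; some results filed as inactive show a strong effect at the top dose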
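Compound concentration series was pinned onto galactose-induced FUS-expressing yeast seeded at OD 0.005. Plates sat 24hr at 30C; absorbance at 600 nm gave growth. DMSO served as background control.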
EPAC2 antag = qHTS for Antagonist of cAMP-regulated guanine nucleotide exchange factor 2 (EPAC2): primary screen; Rap guanine nucleotide exchange factor 4 (Homo sapiens), Q8WZA2; EPAC2 GEF exchange of Rap1B-BODIPY-GDP, fluorescence; Potency, µM (doses to about 114 µM), without a hit: at the highest dose activity, negative = inhibition, usual class: inhibitors; 0.18% of 360,000 active; AID 720708, 2013; further: on the % scale 0 is the no-effect control and ±100 the full control effect; nearly all actives have a fitted effect of over 45% in size; many of its hits are not listed in these tables
The depositor's hits bear a star; i = inactive; ? = inconclusive; · = no result given; [ ] = another dose, or the depositor's remark. The call rests on the fitted dose curve; in most records, active means well fitted curve in the direction sought with a large enough effect; inconclusive means small, poorly fitted or top-dose-only effect, or another doubt; inactive means no such curve, though single readings can be large; an effect the other way counts as inactive or inconclusive. Potency means the concentration at half of the fitted maximal effect. Not all compounds are listed, so the mix of outcomes need not match the whole.

The opening 5 entries as a preview:
Every second line gives: PTHR1 agonist, aSyn rescue, EPAC1 antag, TDP-43 yeast inh, EPAC2 antag, EPAC2 agonist, FUS yeast rescue, EPAC1 agonist
1) Cc1cccc(C(=O)NNC(=O)c2ccccc2Br)c1
 : i, -4%, -12%, 15%, 5%, 8%, -26%, 8%
2) Cc1cccc(NC(=O)NCC(c2ccco2)N2CCCCC2)c1 (configuration not stated)
 : -19%, 1%, -19%, 12%, 2%, -4%, 12%, -4%
3) CN(C)CCOc1ccc(C(C)(C)c2ccccc2)cc1
 : -16%, 7%, 2%, 11%, 18%, 4%, 8%, -2%
4) CSCCC(NC(=O)c1ccccc1)C(=O)NCCCn1nc(C)cc1C (configuration not stated)
 : -46%[inhibitor], -7%, 7%, -8%, 3%, 3%, -12%, -13%
5) CN(Cc1cccc(Cl)c1Cl)C(=O)c1ccc(NC(=O)CC#N)cc1
 : -6%, 0%, 11%, 4%, -2%, -12%, 25%, 5%

All compounds of this part, previewed entries included:
Every second line gives: PTHR1 agonist, aSyn rescue, EPAC1 antag, TDP-43 yeast inh, EPAC2 antag, EPAC2 agonist, FUS yeast rescue, EPAC1 agonist
1) Cc1cccc(C(=O)NNC(=O)c2ccccc2Br)c1
 : i, -4%, -12%, 15%, 5%, 8%, -26%, 8%
2) Cc1cccc(NC(=O)NCC(c2ccco2)N2CCCCC2)c1 (configuration not stated)
 : -19%, 1%, -19%, 12%, 2%, -4%, 12%, -4%
3) CN(C)CCOc1ccc(C(C)(C)c2ccccc2)cc1
 : -16%, 7%, 2%, 11%, 18%, 4%, 8%, -2%
4) CSCCC(NC(=O)c1ccccc1)C(=O)NCCCn1nc(C)cc1C (configuration not stated)
 : -46%[inhibitor], -7%, 7%, -8%, 3%, 3%, -12%, -13%
5) CN(Cc1cccc(Cl)c1Cl)C(=O)c1ccc(NC(=O)CC#N)cc1
 : -6%, 0%, 11%, 4%, -2%, -12%, 25%, 5%
6) CSc1cccc(NC(=O)COC(=O)c2ccccn2)c1
 : i, 4%, -23%, 4%, -14%, -1%, 0%, -9%
7) CNC(=S)N1CCN(c2nc(-c3cccc(OC)c3)cs2)CC1
 : -12%, -2%, 2%, 18%, -1%, 6%, -3%, 12%
8) O=c1ccc2cc(S(=O)(=O)Nc3ccccc3F)ccc2o1
 : -25%, 1%, 19%, -24%, 26%, 7%, -5%, -9%
9) COC(CNC(=O)c1coc2nc3ccccc3nc12)OC
 : 20%, 0%, 2%, -13%, 1%, 14%, 8%, 5%
10) CCOC(=O)c1c(NC(=O)CN2C(=O)NC3(CCCCCC3)C2=O)sc(C)c1-c1ccc(C)cc1
 : i, -8%, 4%, 15%, 5%, -16%, -5%, -5%
11) Cc1cccc(-n2nnnc2SCC(=O)NCC2(N3CCOCC3)CCCCC2)c1C
 : -32%[inhibitor], -3%[1.84 µM], 15%, 3%, -5%, 8%, 28%, -12%
12) COc1ccc(CNC(=O)NC(C)(C)c2cccc(C(C)(C)NC(=O)NCc3ccc(OC)cc3)c2)cc1
 : i, -3%, 14%, -25%, 29%, -8%, ·, -20%
13) N#CC1(NC(=O)COc2ccc(C(N)=O)cc2)CCCC1
 : i, -4%, -22%, 13%, 3%, 10%, 9%, 3%
14) Cc1ccc(N2CCN(C(=S)c3ccc(-c4cccc([N+](=O)[O-])c4)o3)CC2)cc1
 : -17%, -11%, -23%, 11%, 6%, 8%, -11%, 2%
15) Clc1ccccc1CSc1cc2c(nn1)-c1ccccc1CC2
 : -9%, 14%, -8%, ?, -1%, 3%, -17%, 12%
16) CN(C)CCNC(=O)c1sc2cccc(F)c2c1Cl
 : i, -8%, -2%, -12%, 0%, 9%, -8%, 4%
17) COc1cc(NS(=O)(=O)c2ccc(N)cc2)nc(OC)n1
 : i, -2%, 11%, 4%, 15%, -1%, -25%, -27%
18) O=C(C1CCN(S(=O)(=O)N2CCOCC2)CC1)N1CCOCC1
 : i, -2%, 5%, -13%, 10%, -2%, 14%, -4%
19) Cc1ccc2oc(=O)c3cc(C(=O)NCCCN4CC(C)CC(C)C4)sc3c2c1 (configuration not stated)
 : -20%, 8%, -4%, -7%, -4%, -13%, 17%, -2%
20) N#C/C(=C\c1cn(Cc2ccccc2)c2ccccc12)C(=O)NCc1ccco1
 : -4%, 2%, 17%, -9%, 12%, 6%, 36%, 7%
21) CSc1ccccc1C(=O)C1CCCN(S(=O)(=O)c2c(C)noc2C)C1 (configuration not stated)
 : i, -1%, -16%, 12%, -9%, -4%, -18%, -5%
22) COc1ccc(S(=O)(=O)N(CC(=O)NCC2CCCO2)C2CCCCC2)cc1OC (configuration not stated)
 : i, 8%, -5%, -21%, 11%, 2%, 6%, -5%
23) Cc1ccc(S(=O)(=O)N2CCCC2CNC(=O)c2ccc3c(c2)OCO3)cc1 (configuration not stated)
 : -3%, -4%, -19%, -18%, 1%, 16%, 41%, 12%
24) CCOC(=O)C1=CCC(c2cccc(C)c2)N(S(=O)(=O)c2ccc(C)cc2)C1 (configuration not stated)
 : -17%, 2%, -3%, 0%, -12%, 15%, 14%, 8%
25) Cc1ccc2nc(SCC(=O)c3c[nH]c4ccccc34)[nH]c2c1
 : i, 3%, -12%, -16%, 0%, 5%, 35%, 6%
26) CCOc1ccc(Br)cc1C(=O)N/N=C/c1cccnc1
 : -25%, 2%, 5%, 17%, 1%, 2%, -24%, 0%
27) Cc1ccc(NC(=O)C2C(c3ccccc3)C2(Cl)Cl)c(C)c1 (configuration not stated)
 : -4%[57.5 µM], 4%, -3%, 0%, 8%, -7%, 0%, 16%
28) CC(C)C(NC(=O)c1ccccc1)C(=O)N1CCCCCC1 (configuration not stated)
 : i, 4%, -1%, 3%, 1%, 3%, 13%, 3%
29) COc1ccc(NC(=O)N(C)C[C@H]2Oc3ccc(NC(=O)C4CC4)cc3C(=O)N([C@H](C)CO)C[C@@H]2C)cc1
 : -17%, -1%, 6%, 11%, 0%, 4%, 9%, 10%
30) COc1ccccc1C=NNC(=O)c1ccncc1
 : -4%, 4%, -4%, -6%, 14%, -5%, -3%, 6%
31) COc1ccc(C(C)NC(=O)Cc2ccc(Br)cc2)cc1 (configuration not stated)
 : -17%, -4%, 6%, 14%, 10%, 3%, -9%, -5%
32) COc1ccc(Nc2nnc(SC(C(=O)Nc3cc(C)ccc3C)c3ccccc3)s2)cc1 (configuration not stated)
 : i, -4%, -26%, 5%, -15%, -2%, 29%, 19%
33) CN(CCO)C(=O)C1CCN(c2ncc(C(F)(F)F)cc2Cl)CC1
 : -17%, 9%, 6%, -10%, -3%, -4%, -4%, 3%
34) CN(CCC#N)C(=O)CSc1nc2scc(-c3ccccc3)c2c(=O)[nH]1
 : -15%, -4%, 9%, -9%, 7%, -2%, ·, -2%
35) CN(Cc1ccon1)C(=O)C1CCC(=O)N(CCc2ccc(Cl)cc2)C1 (configuration not stated)
 : i, 1%, 14%, 13%, 3%, 0%, -4%, -6%
36) O=C1c2cc(Cl)ccc2OC2(CCNCC2)C12CC(c1ccccc1)=NO2 (configuration not stated)
 : i, 0%, 3%, 2%, -5%, 6%, -8%, -8%
37) C=CCNC(=S)NCCO
 : i, 8%, -2%, 0%, -6%, 1%, -33%, 9%
38) Cc1ccsc1C(=O)NNC(=S)NCC(C)C
 : i, 0%, -7%, 8%, -4%, 12%, -4%, 10%
39) CCC(C)(C)C1CCC(=NNC(=S)Nc2cccnc2)CC1 (configuration not stated)
 : -2%, 16%, 1%, 12%, -6%, 0%, 16%, -15%
40) CC(C)NS(=O)(=O)c1ccc(CCC(=O)NCc2ccccn2)cc1
 : -13%, -3%, 5%, 5%, 0%, 3%, 0%, 17%
41) COc1ccc(OCC(=O)OC(C)CN2CCCCC2)cc1 (configuration not stated)
 : i, 2%, -7%, -2%, -4%, -3%, -21%, 9%
42) CC1(C)OC(=O)C(=CNC(Cc2c[nH]c3ccccc23)C(=O)O)C(=O)O1 (configuration not stated)
 : i, 1%, 5%, 2%, -1%, 3%, 19%, -4%
43) CC(C)N(Cc1ccccc1)C(=O)COC(=O)CCC(=O)c1ccc(F)cc1
 : -2%, 1%, 0%, ?, -17%, 2%, 22%, 8%
44) COc1ccccc1NS(=O)(=O)c1ccc2c(c1)NC(=O)CC(=O)N2
 : i, 3%, -4%, -4%, -1%, -7%, -6%, -7%
45) Cc1ccc(NC(=O)CSc2nc(O)cc(=O)n2C)cc1
 : -8%, 1%, -14%, -8%, 0%, -12%, ?, 8%
46) CC(C)Cn1cnc2c(N)nc3ccccc3c21
 : -4%, 1%, -8%, 0%, 3%, 0%, -35%, 4%
47) CC(OC(=O)c1ccc(NS(=O)(=O)c2ccc3[nH]c(=O)[nH]c3c2)cc1)C(=O)Nc1cccc(Cl)c1Cl (configuration not stated)
 : i, -1%, -30%, -4%, -4%, -4%, 17%, -22%
48) O=C1CC2(CCN(C(=O)c3cccc(Br)c3)CC2)Oc2ccccc21
 : i, -2%, -2%, 2%, 16%, 10%, 38%, -12%
49) Cc1ccc(O)c(CCc2ccccc2)n1
 : -9%, -2%, 2%, -3%, 10%, -5%, 18%, 0%
50) COc1ccc(-n2c(SCC(=O)Nc3ccc4c(c3)OCO4)nc3c([nH]c4ccccc43)c2=O)cc1
 : i, 0%, ·, 0%, ·, ·, 3%, ·
51) CCOC(=O)C1CCCN(C(=O)c2cc(-c3ccccc3)nc3ccccc23)C1 (configuration not stated)
 : -9%, -2%, -12%, 15%[9.22 µM], -7%, 0%, -1%, 4%
52) CCCc1nc2c(Cl)cc(C(F)(F)F)cn2c1Cc1ccc(OC)cc1C
 : i, 4%, -15%, 12%, ?, -10%, 23%, -10%
53) Cc1ccc(C(=O)Nc2ccc(N3CCN(C)CC3)cc2)cc1
 : -20%, -5%, 15%, -14%, 15%, 3%, 6%, 6%
54) Cn1nnc2cc(NC(=O)N3CC4(C)CC3CC(C)(C)C4)ccc21 (configuration not stated)
 : -20%[57.5 µM], 2%, 2%, -19%, 5%, 3%, 8%, 4%

Screening results (PubChem BioAssay)
